# bCat nuc transl: modulators of beta-catenin nuclear translocation, primary screen, imaging, HeLa cells, immunofluorescence, high-content. 190,000 tested, 0.3% active. AID 1665, 2009. nuclear translocation activity, % at 5 µM;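 active means nuclear translocation activity above 50% at 5 µM, with a well cell count of 50 or more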;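 further: per-cell ratio of nuclear to cytoplasmic median beta-catenin stain intensity; plate controls were DMSO negative control for no effect and GSK-3 inhibitor IX positive control for full effect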
#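 System: HeLa cells, endogenous beta-catenin; compound dosing: 5 µM primary single dose, 0.1% DMSO, 0.02–20 µM confirmation series; incubation: 24 h compound exposure at 37°C, 5% CO2; signal: beta-catenin immunofluorescence imaging with DAPI; evaluation: % activation, nuclear-to-cytoplasmic median beta-catenin signal ratio per cell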
# MT stabilizer: microtubule stabilizers in HeLa cells, primary screen, imaging, high-content imaging. % tubulin-high responders, % at 10 µM. HeLa tubulin immunostaining HCS, 24 h; share of cells brighter than vehicle mean+2SD. 200,000 tested, 0.83% active;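 active means plate Z-score above 3 for both tubulin-high and condensed-nucleus cell shares, with cell loss under 80%, at 10 µM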;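 further: anti alpha tubulin signal scored within the nucleus-defined area of each cell; some results filed as inactive read as strong as hits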
# Yfh1-off respiration: enhancers of respiration in Yfh1-depleted yeast, dose response, Friedreich's ataxia, plus single-dose screen (AID 1465). S. cerevisiae Yfh1-off respiration, WST-1 reduction, 72 h; higher fold induction means a stronger effect. one-dose fold induction at 50 µM; EC50 in µM for titrated hits. 220,000 tested, 0.074% active;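 active means fold induction of absorbance versus untreated yeast above a set limit, then at least 30% activation at any dose in follow-up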;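 further: activators that raise dye reduction in frataxin-depleted yeast; strong numbers were not always called active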
# HEK293 NOD2/NF-kB: NOD2 signaling inhibitors, cell-based, luminescence, uHTS, HEK293 (AID 1566). HEK293 NOD2/NF-kB luciferase reporter, luminescence; higher % means a stronger effect. one-dose inhibition, % at 4 µM; EC50 in µM for titrated hits. 290,000 tested, 0.63% active; in the data active means inhibition above about 50%; further: many of its hits are not listed in these tables
# WT yeast gro inh: growth inhibition of WT strain, primary screen, mitochondrial fusion inhibitor project, WT and mutant strains, chemical genetic; mitochondrial fusion phenotypic screen; inhibition, % at 10 µM; 190,000 tested, 2.1% active; in the data active means inhibition above about 58%; tested in S. cerevisiae
# Ins promoter up: insulin promoter activators in MIN6 cells, imaging, high-content screening, mouse beta cells | MIN6 insulin promoter-GFP reporter; active compounds read high | z-score at 5 µM | 190,000 tested, 0.3% active | AID 1625, 2009;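 active means z-score above 3 at 5 µM with at least 500 cells counted in the well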
# Lipid droplet: inhibitors of hepatocyte lipid droplet formation, primary screen, imaging, high-throughput imaging, BODIPY stain; AML12 mouse hepatocytes, oleate lipid droplets; inhibition, % at 6.5 µM; 240,000 tested, 0.4% active; AID 1656, 2009;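 active means lipid droplet intensity inhibited by at least 50%, with more than 500 cells counted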
#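 Assay system: AML12 mouse liver cells | Compound: 6.5 µM single-point dosing | Schedule: Overnight exposure | Technique: Fluorescence imaging, 20x objective, two fields per well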
# Dynein cargo inh: inhibitors of GR-EGFP nuclear translocation, primary screen, dynein cargo transport inhibitor project, imaging, high-content, 3617.4 mouse cells | 220,000 tested, 0.47% active | AID 1381, 2008 | z-score, hits read low | test concentration mostly 20 µM; stimulated with dexamethasone, 1 µM; active compounds read low;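 active means plate z-score of nuclear minus cytoplasmic receptor signal below a set negative limit, without overly bright fluorescence or cell loss, cut at about -3.5 in these data, passing the limit was not always enough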;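 further: z-score of nuclear minus cytoplasmic ring GR-EGFP intensity difference per well; some compounds called inactive have numbers as strong as hits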
#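 Buffer or medium – tet-free medium with charcoal-stripped serum · Signal – automated 10x imaging of fixed Hoechst-stained cells · Also added – dexamethasone agonist, 1.0 µM final, for 30 min · Incubation – induction 48 h, compound 1 h, agonist 30 min · Read-out – GR-EGFP nuclear translocation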
# Autophagy mod: autophagy modulators in MEF cells, primary screen, imaging, high-content, MEF GFP-LC3 | MEF GFP-LC3 puncta imaging; test concentration mostly 10 µM | calls only at 10 µM (by protocol) | 190,000 tested, 0.98% active | AID 463193, 2010;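 active means percentage of spot-positive cells more than 3 SD above its plate mean, without a fluorescence outlier flag or 80% toxicity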;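 further: spot-positive cell cutoff set from DMSO-treated cells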
# WT yeast gro inh mutant strain: further read-out of WT yeast gro inh, marked with its call; inhibition, %; mitochondrial fusion phenotypic screen, mutant strain inhibition
# Dynein cargo inh cytoplasmic EGFP: further read-out of Dynein cargo inh, marked with its call; z-score; measured here: cytoplasmic GR-EGFP intensity; active compounds read high
# Dynein cargo inh nuclear GR-EGFP: recorded beside Dynein cargo inh, whose call it bears; z-score; measured here: nuclear GR-EGFP intensity;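 lower value marks the stronger effect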
# Dynein cargo inh cell count: recorded beside Dynein cargo inh, whose call it bears; z-score; measured here: cell count per field
# Ins promoter up cell count: recorded beside Ins promoter up, whose call it bears; cell count; measured here: cytotoxicity, nuclei count;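 total cells summed across four imaged fields per well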
# Lipid droplet cells 6.5 µM: second read-out of Lipid droplet, no call of its own (marks repeat the call); cell count; measured here: cell count, cytotoxicity flag;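 cells counted across two imaged fields per well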
# bCat nuc transl cell count 5 µM: recorded beside bCat nuc transl, whose call it bears; cell count; measured here: cell count, cytotoxicity flag
# MT stabilizer Hoechst-high %: second read-out of MT stabilizer, no call of its own (marks repeat the call); % Hoechst-high responders; measured here: nuclear condensation Hoechst responders;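 share of cells brighter than vehicle mean plus two SD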
# MT stabilizer cytotoxicity %: recorded beside MT stabilizer, whose call it bears; toxicity, %; measured here: cytotoxicity by cell density;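 0% = mean cell density of plate MIN control wells and 100% = no cells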
# Autophagy mod cell loss 18 h: further read-out of Autophagy mod, marked with its call; toxicity, %; measured here: cell loss, nuclei count;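 cell loss after 18 h compound exposure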
# * hit, by the source's call; i = inactive; · = not tested or not shown.
SMILES,bCat nuc transl,bCat nuc transl cell count 5 µM,MT stabilizer,MT stabilizer Hoechst-high %,MT stabilizer cytotoxicity %,Yfh1-off respiration,HEK293 NOD2/NF-kB,WT yeast gro inh,WT yeast gro inh mutant strain,Ins promoter up,Ins promoter up cell count,Lipid droplet,Lipid droplet cells 6.5 µM,Dynein cargo inh,Dynein cargo inh cytoplasmic EGFP,Dynein cargo inh nuclear GR-EGFP,Dynein cargo inh cell count,Autophagy mod,Autophagy mod cell loss 18 h
COc1ccc(C2NC(=O)NC(O)(C(F)(F)F)C2C(=O)c2ccccc2)cc1OC (stereo not drawn),·,·,2.7,1.2,5.2,i,19%,-9,11,0.85,1029,·,·,0.54,-0.087,0.51,0.21,i,-12
O=C(CCSCc1ccccc1F)NCc1cccs1,0.0,1041,2.2,2.0,4.2,i,-7%,5,1,-0.1,1340,-2,743,0.14,-0.32,0.072,0.6,i,16
C/C(CC(=O)NCCN1CCOCC1)=N\NC(=O)c1ccncc1,-0.7,1305,·,·,·,i,7%,·,·,-0.08,1074,9,696,-0.16,-0.19,-0.06,0.03,·,·
COC(=O)c1ccc(CSc2nnnn2-c2ccc(C)cc2C)o1,0.1,1176,2.1,1.8,8.8,i,23%,5,8,·,·,·,·,-0.76,-0.2,-0.34,0.55,i,3
COc1ccc(CCNC(=O)COc2ccc(-c3ccccc3)cc2)cc1OC,0.3,1001,9.6,2.2,12,i,15%,-10,5,-0.04,1359,23,727,-0.79,-0.29,-0.58,0.74,i,1
COc1ccc(OC)c(-c2nnc(NC(=O)C(C)Sc3nncn3C)s2)c1 (stereo not drawn),-0.1,1107,1.8,2.4,5.0,i,15%,16,9,-0.54,1715,-1,596,0.58,-0.077,0.67,-0.53,i,3
CCN(CC)c1ccc(NC(=O)c2ccccc2F)cc1S(=O)(=O)Nc1ccccc1OC,1.0,534,4.5,3.0,5.6,i,-15%,15,7,-0.52,1193,0,638,-0.44,-0.26,-0.34,0.11,i,-7
C/C(=N/Oc1nc(C)cc(C)n1)c1ccc(F)cc1,-1.0,1458,2.1,2.4,6.6,i,-16%,48,-5,1.2,1505,·,·,-1.8,-0.34,-0.57,0.42,i,11
COc1ccc(CNC(=O)c2ccc3c(c2)NC(=O)C(C)S3)cc1 (stereo not drawn),-4.9,1187,·,·,·,i,-11%,·,·,-0.58,1442,1,735,-0.94,-0.25,-0.52,1.2,·,·
Cc1ccc(N2CCOCC2)c2c1C(=O)c1ccccc1C2=O,3.2,450,3.0,1.2,8.7,i,6%,57,38,-0.05,1345,2,662,-0.47,-0.24,-0.32,0.089,i,1
c1ccc(CN2CCC(N3CCN(Cc4ccc5c(c4)OCO5)CC3)CC2)cc1,2.5,1272,·,·,·,i,11%,·,·,0.19,1057,1,647,0.24,-0.19,0.95,-0.99,·,·
C[C@@H]1C(=O)O[C@@H]2CC34[C@H]5C[C@@H](C(C)(C)C)C36[C@H](OC(=O)[C@@H]6O)OC4(C(=O)O5)[C@@]12O (stereo partly drawn),·,·,3.1,3.1,9.2,i,14%,-5,-3,·,·,15,764,-0.55,-0.26,0.032,0.5,i,-53
Cc1cc(C)c(OCC(=O)Nc2cc(C(=O)O)cc(C(=O)O)c2)cc1C,-1.0,1109,3.0,2.9,8.8,i,10%,-17,-3,-0.16,1132,19,662,0.53,-0.22,0.32,0.089,i,2
COc1ccc(-c2cc(CCCC(=O)NCCc3ccccc3)no2)cc1,-0.3,1311,·,·,·,·,-21%,·,·,0.71,928,-8,638,0.88,-0.2,0.96,-0.66,·,·
O=C(CC1Oc2ccc(Cl)cc2NC1=O)NC1CCCCCC1 (stereo not drawn),-1.6,1208,5.9,1.6,10.0,i,5%,6,-4,·,·,4,702,-1.1,-0.2,-0.41,-0.051,·,·
Cc1ccc(OCCCN2C(=O)C(=O)c3cccc(C)c32)cc1,-1.9,1308,2.5,1.4,5.0,i,12%,30,0,-0.87,1666,·,·,-0.43,-0.13,-0.77,0.26,i,-2
Cc1csc(NC(=O)[C@@H](NC(=O)c2ccccc2)C(C)C)n1,-5.4,566,1.7,0.9,3.3,i,3%,6,16,0.39,1334,-42,607,1.3,-0.22,1.8,-1.1,i,-13
CCc1ccc(N(C2C=CS(=O)(=O)C2)S(=O)(=O)c2ccccc2)cc1 (stereo not drawn),0.5,518,3.6,1.5,4.3,i,7%,-16,11,0.31,1095,50,698,0.78,-0.19,0.75,-1.2,i,-1
COc1ccc(CC(=O)N/N=C/c2ccc(-c3cccc(C(=O)O)c3)o2)cc1OC,-0.4,1384,·,·,·,i,-6%,·,·,0.27,1051,-12,712,-0.38,-0.18,-0.26,-0.21,·,·
CS(=O)(=O)C1=C(O)C(=O)N(CCCC(=O)O)C1c1ccccc1F (stereo not drawn),0.7,873,7.1,3.5,5.0,i,11%,18,13,0.11,1364,·,·,2.1,-0.32,0.68,-0.33,i,12
O=C(CSc1nc2ccccc2c(=O)n1CC1CCCO1)N1CCN(c2ccccc2)CC1 (stereo not drawn),·,·,2.7,0.9,4.2,i,·,·,·,·,·,·,·,0.43,-0.22,0.18,-0.39,i,1
CCOC(=O)C1(Cc2cccc(OC)c2)CCN(Cc2ccccc2)CC1,-0.6,1162,3.3,2.5,6.6,i,-5%,14,-4,0.51,1437,-5,685,0.094,-0.27,0.077,0.36,i,-9
Cc1ccc(S(=O)(=O)Cn2nnnc2C(c2ccccc2)N2CCN(c3ncccn3)CC2)cc1 (stereo not drawn),1.0,934,5.4,2.4,5.9,i,-5%,4,1,·,·,·,·,0.7,0.032,-0.26,-1.1,i,17
O=C1CN(c2nc(-c3cccnc3)nc3scc(-c4ccccc4)c23)CCN1,-0.8,1119,7.4,3.6,31,i,11%,3,-7,-0.26,1133,26,711,-0.023,-0.39,0.21,1.5,i,12
Cc1ccc(N2C(=O)c3ccccc3C2(O)c2ncc[nH]2)cc1 (stereo not drawn),-2.5,1010,2.3,1.5,7.0,i,8%,-7,-10,0.28,1356,·,·,-0.3,-0.14,-0.068,0.42,i,-2

# The list goes on; the last 3 above are carried over.
SMILES,bCat nuc transl,bCat nuc transl cell count 5 µM,MT stabilizer,MT stabilizer Hoechst-high %,MT stabilizer cytotoxicity %,Yfh1-off respiration,HEK293 NOD2/NF-kB,WT yeast gro inh,WT yeast gro inh mutant strain,Ins promoter up,Ins promoter up cell count,Lipid droplet,Lipid droplet cells 6.5 µM,Dynein cargo inh,Dynein cargo inh cytoplasmic EGFP,Dynein cargo inh nuclear GR-EGFP,Dynein cargo inh cell count,Autophagy mod,Autophagy mod cell loss 18 h
Cc1ccc(S(=O)(=O)Cn2nnnc2C(c2ccccc2)N2CCN(c3ncccn3)CC2)cc1 (stereo not drawn),1.0,934,5.4,2.4,5.9,i,-5%,4,1,·,·,·,·,0.7,0.032,-0.26,-1.1,i,17
O=C1CN(c2nc(-c3cccnc3)nc3scc(-c4ccccc4)c23)CCN1,-0.8,1119,7.4,3.6,31,i,11%,3,-7,-0.26,1133,26,711,-0.023,-0.39,0.21,1.5,i,12
Cc1ccc(N2C(=O)c3ccccc3C2(O)c2ncc[nH]2)cc1 (stereo not drawn),-2.5,1010,2.3,1.5,7.0,i,8%,-7,-10,0.28,1356,·,·,-0.3,-0.14,-0.068,0.42,i,-2
Cc1csc(NC(=O)CSc2nsc(SCC(=O)Nc3nc(C)cs3)c2C#N)n1,0.5,962,13,6.1,27,i,-96%,4,-9,0.85,1351,·,·,-0.32,0.058,0.13,-0.68,i,6
Cc1sc2nc(SCC(=O)NCCO)n(C)c(=O)c2c1C,-3.0,1139,0.8,1.3,7.9,i,2%,6,2,0.61,913,-4,774,-0.23,-0.25,0.21,-0.13,i,1
CCOC(=O)C1(O)CC(C)=NN1C(=O)c1cccc(Cl)c1 (stereo not drawn),0.0,532,2.9,3.0,9.1,i,12%,-14,-1,0.13,1203,1,729,-0.68,-0.2,-0.64,0.28,i,0
CC(=O)Nc1cccc(NC(=O)CSc2nc(C)c(C)c(C)c2C#N)c1,·,·,4.1,3.5,4.4,i,-25%,-2,-5,-1.1,1086,-29,740,0.67,-0.18,0.38,-0.072,i,-6
CSCCC(Nc1nc2ccccc2s1)C(=O)O (stereo not drawn),0.5,978,4.8,2.1,3.8,i,9%,-2,4,0.34,1777,-9,673,-0.68,-0.18,-0.0035,0.35,i,0
O=C(NNC(=O)C1CCCO1)c1ccc(F)cc1 (stereo not drawn),1.6,1053,1.3,1.8,4.0,i,7%,-8,-8,0.09,1281,-2,707,-0.5,-0.28,-0.38,-0.069,i,-13
O=C(CSc1nnnn1-c1cccc2c1CCCC2)N1CCOCC1,1.2,828,3.6,2.4,6.5,i,13%,3,-17,1.7,942,·,·,-0.5,-0.32,-0.37,0.099,i,17
COc1ccc(CCNc2ccc(C(CC(N)=O)NC(=O)Cc3cccc4ccccc34)cc2[N+](=O)[O-])cc1 (stereo not drawn),-0.2,1286,·,·,·,i,13%,·,·,0.05,1053,24,737,-0.83,-0.79,-0.44,0.73,·,·

# An excerpt; count on the stated rates, not on these rows.
